Source: PubChem BioAssay (National Center for Advancing Translational Sciences (NCATS))
TRPV1 agonist: HTS Assay for Compounds that Act as Agonists of the Vanilloid Receptor 1. TRPV1-expressing cells, Fluo-8 calcium influx, agonist mode. 0.19% of 320,000 active. Transient receptor potential cation channel subfamily V member 1 (Homo sapiens), Q8NER1. activation, % at 8.33 µM; in the data active = activation above about 80%; inconclusive = between about 30% and that limit; note: 0% is about no effect
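Fluo-8 calcium influx in TRPV1-expressing cells, kinetic read (ex 480/em 520 nm). Compound added and read 3 min for agonist activity, followed by capsaicin at EC20 final and 2 min further read for enhancement.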
uPA surface inh: qHTS for Inhibitors of Cell Surface uPA Generation. cell surface uPA generation assay, qHTS. Potency, µM (doses to about 38.3 µM), for the others: at the highest dose activity change, negative = inhibition, usual class: inhibitors. 0.31% of 330,000 active. AID 540303, 2011; active = well fitted inhibition curve with a large enough effect; inconclusive = small, poorly fitted or top-dose-only effect; inactive = no such curve, though single readings can be large or run the other way; tested in mouse RAW 264.7 cells; note: potency is the fitted concentration of half-maximal effect; % is set by controls: 0 for no effect and ±100 for the full control effect; nearly all actives have a fitted effect of over 55% in size
TSG101-PTAP inh: qHTS Assay for Iinhibitors of HIV-1 Budding by Blocking the Interaction of PTAP/TSG101; Fluorescence polarization, FITC-PTAP peptide / Tsg101 binding; Potency, µM (top dose mostly 115 µM), inactives show at the top dose activity change, negative = inhibition, actives largely listed as inhibitors; 340,000 tested, under 10 active; active = well fitted inhibition curve with a large enough effect in the main read-out, with a control signal flat, not every such curve was filed as active; inconclusive = small, poorly fitted or top-dose-only effect, or effect the other way, or a change in a side signal; inactive = no such curve, though single readings can be large or run the other way; note: potency is the fitted concentration of half-maximal effect; % of control where 0% means no effect
Target sequence (Q99816 whole entry, looked up): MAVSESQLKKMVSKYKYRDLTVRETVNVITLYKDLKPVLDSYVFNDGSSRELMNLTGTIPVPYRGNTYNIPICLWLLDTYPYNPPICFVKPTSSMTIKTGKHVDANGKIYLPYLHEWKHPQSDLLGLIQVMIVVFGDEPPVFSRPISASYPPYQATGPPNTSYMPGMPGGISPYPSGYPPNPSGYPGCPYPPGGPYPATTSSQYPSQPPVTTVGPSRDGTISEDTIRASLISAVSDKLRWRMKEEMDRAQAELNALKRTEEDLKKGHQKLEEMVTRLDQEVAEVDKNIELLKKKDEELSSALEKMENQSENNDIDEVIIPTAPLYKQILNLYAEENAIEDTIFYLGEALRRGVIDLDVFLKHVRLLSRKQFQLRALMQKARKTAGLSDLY
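Fluorescence anisotropy tracks displacement of a FITC-tagged PTAP peptide (50 nM) from the Tsg101 binding domain (10 uM), following a 20 min room-temperature incubation at pH 7.5.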
USP2a block: qHTS Assay for Inhibitors of Ubiquitin-specific Protease USP2a Using CHOP2 as the Reporter | Ubiquitin carboxyl-terminal hydrolase 2 (Homo sapiens), O75604 | USP2 core, Ub-CHOP2 coupled fluorogenic reporter, 485/531 | Potency, µM (titrated, usually from 38.3 µM), for the others: top-dose activity change, negative = inhibition, most hits filed as inhibitors | 0.01% of 330,000 active;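 note: potency is the fitted concentration of half-maximal effect; plate controls were DMSO wells for no effect and full inhibition by NEM control for full effect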
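Deubiquitinase activity read as fluorescence (485/531 nm) after Ub-CHOP2 cleavage activates the enterokinase reporter on its substrate; USP2 core 10nM, Ub-CHOP2 and substrate 25nM each, 30min compound preincubation then 60min RT; data normalized to NEM, curves fitted.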
B2AR arrestin: qHTS assay of beta-arrestin-biased ligands of beta2-adrenergic receptor; Beta-2 adrenergic receptor (Homo sapiens), P07550; beta-arrestin recruitment to beta2AR, cell-based reporter; Potency, µM (doses to about 46.1 µM), inactives show at the top dose activation, actives largely listed as activators; 0.02% of 330,000 active; AID 492947, 2010;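 note: potency is the fitted concentration of half-maximal effect; 0% = DMSO controls and full agonism = EC100 isoproterenol or metaproterenol; nearly all actives have a fitted effect of over 65% in size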
Integrin act MD: qHTS for Activators of Integrin-Mediated Alleviation for Muscular Dystrophy; Potency, µM (top dose mostly 38.3 µM), for inactives: top-dose activation, most hits filed as activators; alpha7betagal myoblasts, beta-gal FDG fluorescence, 48 h; 0.064% of 350,000 active; AID 624291, 2012;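 note: potency is the fitted concentration of half-maximal effect; 100% = response of the positive control SU9516; nearly all actives have a fitted effect of over 60% in size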
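alpha7betagal+/- myoblasts (passage 13, 250/well) treated 48 h at 37C with compounds at 1:260 dilution of DMSO stock. Lysed, then beta-galactosidase activity read as FDG fluorescence (ex 480/em 540) after 30 min, with pre-read for autofluorescence.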
ELG1 genotoxic: qHTS screen for small molecules that induce genotoxicity in human embryonic kidney (HEK293T) cells expressing luciferase-tagged ELG1. HEK293T ELG1-luciferase reporter, luminescence, 16 h. Potency, µM (top dose mostly 46 µM), for inactives: at the highest dose activity change, positive = activation, usual class: activators. 1.3% of 330,000 active; note: potency is the fitted concentration of half-maximal effect; % of control where 0% means no effect; nearly all actives have a fitted effect of over 60% in size
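HEK293T cells expressing luciferase-tagged ELG1 were exposed to compound or DMSO vehicle for 16 hr at 37 °C and 5% CO2. Luciferase activity was then measured with ONE-Glo after 30 min at room temperature.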
Eya2 inh: qHTS Assay for Inhibitors of the Phosphatase Activity of Eya2. AID 488837, 2010. Protein phosphatase EYA2 (Homo sapiens), O00167. Potency, µM (highest dose often 76.9 µM), for the others: at the top dose activity, negative = inhibition, most hits filed as inhibitors. recombinant Eya2, OMFP fluorescence dephosphorylation (OMFP is methylfluorescein phosphate). 0.006% of 330,000 active; note: potency is the fitted concentration of half-maximal effect; % is set by controls: 0 for no effect and ±100 for the full control effect
Target sequence (O00167 whole entry, looked up): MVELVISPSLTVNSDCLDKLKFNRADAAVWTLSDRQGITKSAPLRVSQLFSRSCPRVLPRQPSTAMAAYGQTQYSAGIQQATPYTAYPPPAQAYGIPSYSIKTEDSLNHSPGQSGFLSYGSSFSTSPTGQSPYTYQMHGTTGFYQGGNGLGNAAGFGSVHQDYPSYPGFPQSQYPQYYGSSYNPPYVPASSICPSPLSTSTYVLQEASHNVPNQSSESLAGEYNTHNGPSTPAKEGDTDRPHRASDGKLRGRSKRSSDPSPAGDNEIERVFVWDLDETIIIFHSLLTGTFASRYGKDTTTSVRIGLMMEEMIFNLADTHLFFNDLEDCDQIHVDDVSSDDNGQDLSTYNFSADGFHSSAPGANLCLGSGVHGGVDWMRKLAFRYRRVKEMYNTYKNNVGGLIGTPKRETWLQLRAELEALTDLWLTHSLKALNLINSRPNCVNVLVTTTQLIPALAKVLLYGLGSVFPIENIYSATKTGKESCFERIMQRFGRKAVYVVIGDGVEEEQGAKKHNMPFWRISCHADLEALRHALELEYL
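Eya2 (0.2 uM) preincubated 10 min at ambient with compound, then OMFP substrate added at 50 uM; 10 min reaction in 50 mM HEPES pH 7.5, 50 mM NaCl, 5 uM MgCl2, 0.05% BSA, 1 mM DTT. Fluorescence read at Ex 485/Em 525 nm.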
p53 reactivation: qHTS assay for re-activators of p53 using a Luc reporter. H1299 p53-A138V BP100-luciferase reporter, luminescence, 24 h. Potency, µM (doses to about 92.2 µM), without a hit: at the highest dose activity change, positive = activation, most hits filed as activators. 0.063% of 320,000 active. AID 504706, 2011; note: potency is the fitted concentration of half-maximal effect; % of control where 0% means no effect; nearly all actives have a fitted effect of over 45% in size
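p53-null H1299 cells stably carrying temperature-sensitive p53-A138V and a BP100-luciferase reporter were pinned with compounds (4-point, 1:5 series) and held 24 hrs at 37 deg C. Luminescence was read 10 min after detection reagent.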
BRCA1 expr act: qHTS Assay to Identify Small Molecule Activators of BRCA1 Expression; MCF7-BRCA1-FFLuc reporter, luminescence, 48 h; response scale: scaled: vehicle 0%, 10 µM genistein 100%; Potency, µM (doses to about 46.1 µM), for inactives: at the top dose activation, usual class: activators; 1.1% of 380,000 active; note: potency is the fitted concentration of half-maximal effect; nearly all actives have a fitted effect of over 80% in size; some results filed as inactive show a strong effect at the top dose
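Luminescence from a BRCA1-driven firefly luciferase in MCF7 cells was the read-out, taken 15 min after substrate addition following 48 h compound exposure at 37 °C. Data were normalized to a 10 microM genistein control and DMSO vehicle.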
ASM inhibitor: Inhibitors of Secretory Acid Sphingomyelinase (S-ASM): qHTS; placental ASM, HMU-PC fluorogenic substrate, 60 min; 0.006% of 340,000 active; Sphingomyelin phosphodiesterase (Homo sapiens), P17405; Potency, µM (highest dose often 57.5 µM), for inactives: at the top dose activity change, negative = inhibition, actives largely listed as inhibitors; note: potency is the fitted concentration of half-maximal effect
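qHTS format. ASM enzyme prepared from human placenta hydrolyses the fluorogenic substrate HMU-PC0 (9 uM final) over 60 min at 37 °C after a 10 min compound preincubation.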
* = called active by the depositor; [ ] = another dose, or the depositor's remark. Unless noted, calls come from the whole dose curve; as a rule, active = well fitted curve in the direction sought with a large enough effect; inconclusive = small, poorly fitted or top-dose-only effect, or another doubt; inactive = no such curve, though single readings can be large; an effect the other way counts as inactive or inconclusive.

How did O=C(CSc1nc(C2CC2)nc2sc3c(c12)CCCC3)NCc1ccco1 do in these assays?
TRPV1 agonist: -1; uPA surface inh: 8%; TSG101-PTAP inh: -1%; USP2a block: 4%; B2AR arrestin: -0.1%; Integrin act MD: 16%; ELG1 genotoxic: 6%; Eya2 inh: -25%; p53 reactivation: inconclusive; BRCA1 expr act: 8%; ASM inhibitor: 1%

How did CC(=O)c1ccc(OCCCC(=O)Nc2cccc(S(=O)(=O)N3CCCCC3)c2)cc1 do in these assays?
TRPV1 agonist: 30; uPA surface inh: -16%; TSG101-PTAP inh: -4%; USP2a block: 4%; B2AR arrestin: 0.5%; Integrin act MD: 0%; ELG1 genotoxic: -6%; Eya2 inh: 5%; p53 reactivation: -22%; BRCA1 expr act: -18%; ASM inhibitor: -4%

How did CCN(CC)S(=O)(=O)c1cccc(N=NC2=C(O)CCCC2=O)c1 do in these assays?
TRPV1 agonist: 1; uPA surface inh: 2%; TSG101-PTAP inh: -1%; USP2a block: 0%; B2AR arrestin: 0.0%; Integrin act MD: -19%; ELG1 genotoxic: 1%; Eya2 inh: -12%; p53 reactivation: 11%; BRCA1 expr act: -29%; ASM inhibitor: 0%

Results for O=C(CNS(=O)(=O)c1ccccc1)NNC(=O)C(Cl)Cl ?
TRPV1 agonist: -2; uPA surface inh: 4%; TSG101-PTAP inh: -4%; USP2a block: 1%; B2AR arrestin: -0.1%; Integrin act MD: 20%; ELG1 genotoxic: -1%; Eya2 inh: 6%; p53 reactivation: 0%; BRCA1 expr act: 1%; ASM inhibitor: 2%

Results for CC(C)(C)n1nc2c(c1NC(=O)c1ccccc1F)CS(=O)C2 (stereo unspecified) ?
TRPV1 agonist: -6; uPA surface inh: 14%; TSG101-PTAP inh: -1%; USP2a block: -4%; B2AR arrestin: -0.2%; Integrin act MD: 9%; ELG1 genotoxic: 3%; Eya2 inh: 9%; p53 reactivation: -1%; BRCA1 expr act: -51%; ASM inhibitor: 5%

What do the screens show for `COc1ccc(Cl)cc1NC(=O)CN1CCN(S(=O)(=O)N2CCOCC2)CC1`?
TRPV1 agonist: 3; uPA surface inh: -1%; TSG101-PTAP inh: -2%; USP2a block: -2%; B2AR arrestin: -0.1%; Integrin act MD: -18%; ELG1 genotoxic: -9%; Eya2 inh: -2%; p53 reactivation: 0%; BRCA1 expr act: 1%; ASM inhibitor: 1%

What do the screens show for `Cc1cc(C)n(CCNC(=O)C2CCC(=O)N(CC3CCCCC3)C2)n1` (stereo unspecified)?
TRPV1 agonist: -3; uPA surface inh: -1%; TSG101-PTAP inh: 0%; USP2a block: -9%; B2AR arrestin: 0.3%; Integrin act MD: -19%; ELG1 genotoxic: 4%; Eya2 inh: -7%; p53 reactivation: 15%; BRCA1 expr act: 1%; ASM inhibitor: 2%

What do the screens show for `CC(Sc1n[nH]c(=O)n1Cc1ccccc1)C(=O)NCC1CCCO1` (stereo unspecified)?
TRPV1 agonist: -1; uPA surface inh: 4%; TSG101-PTAP inh: 1%; USP2a block: 1%; B2AR arrestin: 0.3%; Integrin act MD: 4%; ELG1 genotoxic: 1%; Eya2 inh: 9%; p53 reactivation: 0%; BRCA1 expr act: 1%; ASM inhibitor: 4%

Results for CC1(C)CC(=O)C=C(Nc2ccc(O)c(C(=O)O)c2)C1 ?
TRPV1 agonist: -7; uPA surface inh: -9%; TSG101-PTAP inh: -2%; USP2a block: 4%; B2AR arrestin: -0.1%; Integrin act MD: -10%; ELG1 genotoxic: -3%; Eya2 inh: -11%; p53 reactivation: -11%; BRCA1 expr act: -22%; ASM inhibitor: 6%

Results for COC(=O)CCCC(=O)NC(C)c1cnn(-c2ccccc2C)c1C (stereo unspecified) ?
TRPV1 agonist: -1; uPA surface inh: 5%; TSG101-PTAP inh: -12%; USP2a block: 11%; B2AR arrestin: 0.1%; Integrin act MD: 10%; ELG1 genotoxic: 1%; Eya2 inh: -2%; p53 reactivation: 11%; BRCA1 expr act: 7%; ASM inhibitor: 1%

How did CCOc1ccc(-n2ccnc2SCC(=O)N2CCCc3ccccc32)cc1 do in these assays?
TRPV1 agonist: 19; uPA surface inh: 0%; TSG101-PTAP inh: 1%; USP2a block: -10%; B2AR arrestin: -0.6%; Integrin act MD: 10%; ELG1 genotoxic: -2%; Eya2 inh: -7%; p53 reactivation: -3%; BRCA1 expr act: -12%; ASM inhibitor: 3%

Results for Cc1cccc(C(=O)Oc2cccc3c(O)cccc23)c1 ?
TRPV1 agonist: 8; uPA surface inh: inconclusive; TSG101-PTAP inh: -5%; USP2a block: -3%; B2AR arrestin: -0.7%; Integrin act MD: -27%; ELG1 genotoxic: 1%; Eya2 inh: inconclusive; p53 reactivation: -10%; BRCA1 expr act: -28%; ASM inhibitor: -7%

How did COc1ccc(N2CCCC2=N)c(OC)c1 do in these assays?
TRPV1 agonist: 2; uPA surface inh: 5%; TSG101-PTAP inh: 3%; USP2a block: 2%; B2AR arrestin: 0.5%; Integrin act MD: inconclusive; ELG1 genotoxic: -2%; Eya2 inh: 2%; p53 reactivation: 3%; BRCA1 expr act: 4%; ASM inhibitor: 5%

Results for CCN1CCN(C(=O)c2c(-c3c(F)cccc3Cl)noc2C)CC1 ?
TRPV1 agonist: 0; uPA surface inh: 4%; TSG101-PTAP inh: -1%; USP2a block: -8%; B2AR arrestin: 0.1%; Integrin act MD: 0%; ELG1 genotoxic: 3%; Eya2 inh: -16%; p53 reactivation: -2%; BRCA1 expr act: -16%; ASM inhibitor: 0%

What do the screens show for `COCCNS(=O)(=O)c1ccc(-c2ccc(Cl)cc2)cc1`?
TRPV1 agonist: 7; TSG101-PTAP inh: -3%; USP2a block: -7%; B2AR arrestin: 0.5%; Integrin act MD: inconclusive; ELG1 genotoxic: 2%; Eya2 inh: -1%; p53 reactivation: -3%; BRCA1 expr act: 25%; ASM inhibitor: 4%

How did CCCOc1nc2c(c(=O)n(C)c(=O)n2C)n1C do in these assays?
TRPV1 agonist: -1; uPA surface inh: -1%; TSG101-PTAP inh: 1%; USP2a block: 3%; B2AR arrestin: -0.2%; Integrin act MD: 19%; ELG1 genotoxic: 1%; Eya2 inh: inconclusive; p53 reactivation: 5%; BRCA1 expr act: 0%; ASM inhibitor: 1%

Results for Cc1cccn2cc(CCNS(=O)(=O)c3ccc([N+](=O)[O-])cc3)nc12 ?
TRPV1 agonist: 4; uPA surface inh: 12%; TSG101-PTAP inh: -3%; USP2a block: 2%; B2AR arrestin: -1.5%; Integrin act MD: -16%; ELG1 genotoxic: -1%; Eya2 inh: -10%; p53 reactivation: -2%; BRCA1 expr act: 2%; ASM inhibitor: 4%

How did COc1ccc(N/C=C(\C=C\C#N)S(=O)(=O)c2ccccc2)cc1 do in these assays?
TRPV1 agonist: 2; uPA surface inh: 5%; TSG101-PTAP inh: -3%; USP2a block: 5%; B2AR arrestin: -0.9%; Integrin act MD: 9%; ELG1 genotoxic: 1%; Eya2 inh: -2%; p53 reactivation: 2%; BRCA1 expr act: -21%; ASM inhibitor: 152%[activator]

What do the screens show for `Cc1cccc(C(=O)NNC2=C(C(=O)C(F)(F)F)CCC2)c1O`?
TRPV1 agonist: 2; uPA surface inh: 4%; TSG101-PTAP inh: -8%; USP2a block: 2%; B2AR arrestin: 0.1%; Integrin act MD: -28%; ELG1 genotoxic: -23%; Eya2 inh: 12%; p53 reactivation: inconclusive; BRCA1 expr act: -58%; ASM inhibitor: 0%
